Screening results (PubChem)
TbPYK inhibitor – blocks Trypanosoma brucei pyruvate kinase; AID 624173; Q57TT1; 410,000 tested, 0.12% active; TbPYK enzyme, Kinase-Glo Plus ATP luminescence, 45 min; Potency, µM (series often up to 76.8 µM), for inactives: at the highest dose activity, negative = inhibition, hits mostly inhibitors; further: potency means the concentration at half of the fitted maximal effect; on the % scale 0 is the no-effect control and ±100 the full control effect; nearly all actives have a fitted effect of over 50% in size
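In this concentration-response screen, enzyme-free wells defined baseline while DMSO plates tracked drift. Each reaction combined TbPYK, substrate, compound and 130 uM ADP for 45 min at room temperature. Kinase-Glo Plus luminescence gave the signal.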
Shiga toxin inh – Shiga toxin inhibition; Vero cells, Shiga toxin protein synthesis inhibition reporter; AID 2315; 290,000 tested, 9.2% active; inhibition, % at 38.7 µM; in the data active means inhibition mostly above about 28%, no sharp cut-off; inactive means mostly below about 43%; further: 0% is about no effect
AMA1 RON2 block – inhibitors of Plasmodium falciparum AMA1-RON2 interaction | AlphaScreen AMA1-biotinylated RON2 peptide binding | Potency, µM (highest dose often 58.2 µM), for the others: top-dose activity change, negative = inhibition, actives largely listed as inhibitors | 360,000 tested, 0.2% active;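 further: potency means the concentration at half of the fitted maximal effect; 0% = vehicle wells and -100% = peptide control; nearly all actives have a fitted effect of over 45% in size; some results filed as inactive show a strong effect at the top dose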
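AMA1 (3D7) with his tag at 25 nM final met compounds first, then biotinylated RON2 peptide at 25 nM; detection used donor plus acceptor beads, 10 µg/mL apiece, read by AlphaScreen after 30 min at room temperature.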
Cycloheximide cs – counter-screen for Shiga toxin inhibitors: cycloheximide protein synthesis inhibition; 300,000 tested, 12% active; AID 2314; max response, %; cell reporter, cycloheximide protein synthesis inhibition counterscreen; in the data active means max response mostly above about 13%, no sharp cut-off; inactive means mostly below about 14%; further: read at 38.3 µM for the half of the compounds with a filed dose; 0% is about no effect
Pf growth 48h – inhibits P. falciparum growth in the first generation, 48 h; Potency, µM (top dose mostly 28.7 µM), inactives show at the highest dose activity change, negative = inhibition, hits mostly inhibitors; 310,000 tested, 5.9% active; AID 504832; P. falciparum luciferase growth in erythrocytes, 48 h; further: potency means the concentration at half of the fitted maximal effect; on the % scale 0 is the no-effect control and ±100 the full control effect
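Cell-based growth assay: transgenic P. falciparum expressing firefly luciferase, cultured in red cells within RPMI 1640 containing 0.5% w/v Albumax, 24 mM bicarbonate and gentamycin. A drop in luciferase activity indicates inhibition.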
LmPK inh – blocks Leishmania mexicana pyruvate kinase activity | Q27686 | Potency, µM (top dose mostly 57.5 µM), without a hit: at the top dose activity change, negative = inhibition, hits mostly inhibitors | purified LmPK, Kinase-Glo ATP luminescence, 1 h | 290,000 tested, 0.37% active; further: potency means the concentration at half of the fitted maximal effect; on the % scale 0 is the no-effect control and ±100 the full control effect
Target sequence (Q27686 whole entry, looked up): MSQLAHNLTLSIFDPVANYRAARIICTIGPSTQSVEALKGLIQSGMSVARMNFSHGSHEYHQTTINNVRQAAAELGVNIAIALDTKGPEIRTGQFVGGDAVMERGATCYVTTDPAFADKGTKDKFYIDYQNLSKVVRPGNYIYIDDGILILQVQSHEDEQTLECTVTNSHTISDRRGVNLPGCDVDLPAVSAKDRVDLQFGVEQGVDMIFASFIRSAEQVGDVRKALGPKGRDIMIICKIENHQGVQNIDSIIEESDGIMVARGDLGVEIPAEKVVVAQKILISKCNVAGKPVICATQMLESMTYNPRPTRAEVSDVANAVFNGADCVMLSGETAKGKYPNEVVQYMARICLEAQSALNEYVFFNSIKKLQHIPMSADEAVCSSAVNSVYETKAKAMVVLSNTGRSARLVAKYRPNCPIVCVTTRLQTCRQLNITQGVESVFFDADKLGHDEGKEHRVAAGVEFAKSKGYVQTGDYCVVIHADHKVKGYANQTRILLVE
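Pyruvate kinase activity monitored as ATP production (luciferase luminescence). Conditions: 0.1 nM enzyme, 0.5 mM PEP, 0.1 mM ADP, 1 h, RT; normalized against uninhibited and no-enzyme wells.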
Pf growth 96h – P. falciparum growth inhibition at 96 hours | Potency, µM (doses to about 28.7 µM), for inactives: at the top dose activity change, negative = inhibition, usual class: inhibitors | 320,000 tested, 6.9% active | AID 504834 | P. falciparum luciferase reporter growth, 96 h; further: potency means the concentration at half of the fitted maximal effect; on the % scale 0 is the no-effect control and ±100 the full control effect
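Parasite growth measured via integrated firefly luciferase reporter in P. falciparum. Infected erythrocytes at 2% hematocrit, 0.05% parasitemia final were treated 96 hours at 37 C under 5% CO2, and luminescence was read.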
* = called active by the depositor; ? = inconclusive; / = no result given; [ ] = dose if it differs, or a comment. Unless noted, the call rests on the fitted dose curve; in most records, active means well fitted curve in the direction sought with a large enough effect; inconclusive means small, poorly fitted or top-dose-only effect, or another doubt; inactive means no such curve, though single readings can be large; an effect the other way counts as inactive or inconclusive.

#	SMILES	TbPYK inhibitor	Shiga toxin inh	AMA1 RON2 block	Cycloheximide cs	Pf growth 48h	LmPK inh	Pf growth 96h
1	Cc1cc(C(=O)O)ccc1-c1ccc(/C=N/n2cnnc2)o1	10%	-11	-2%	13	16%	-4%	33%[activator]
2	Cc1cc(NC(=O)CSc2nnc(CNc3ccc(F)cc3)n2C2CCCCC2)no1	6%	24	-5%	-1	-9%	2%	36%[activator]
3	CSc1ccccc1OCc1cc(C(=O)N2CCCC2c2nonc2C)no1 (centres undefined)	-1%	91*	-5%	48*	23%	6%	5%
4	CCOc1ccc(OCC)c(NC(=O)CSc2nc3cccnc3n2C)c1	-6%	-15	3%[11.6 µM]	1	?	4%	43%[activator]
5	COc1ccc(OC)c(N(CC(=O)O)S(=O)(=O)c2ccc(OC)c(OC)c2)c1	-8%	17	14%	-1	1%	-8%	?
6	Cc1ccc(N=Nc2c(O)c3ccccc3[nH]c2=O)c(S(=O)(=O)N(C)C)c1	/	43*	/	38*	?	0%	?
7	CCOC(=O)c1sc(NC(=S)NC(=O)c2ccccc2Cl)c(C(=O)OCC)c1C	0%	24	17%	-3	17%	4%	32%[activator]
8	Cc1ccccc1-c1nnc(SCC(=O)Nc2ccc3c(c2)OCCO3)n1N	-1%	-5	-4%	-3	6%	0%	?
9	O=C(c1cc2ccccc2oc1=O)N1CCC2(CC1)OCCO2	-2%	7	-10%	4	21%	-1%	/
10	CCN(CC)CCn1c2ccccc2c2nc3ccc([N+](=O)[O-])cc3cc21	-25%	92*	-8%	27*	?	3%	?
11	Cc1noc(NS(=O)(=O)c2ccc(NC(=O)c3ccoc3C)cc2)c1C	-18%	-9	3%	-3	11%	8%	4%
12	CC(=O)N1CCN(C(=O)COC(=O)CNC(=O)c2ccccc2C)CC1	-11%	/	-12%	/	18%	/	51%[activator]
13	COC(=O)[C@@]12CCCCN1[C@H](c1ccc(SC3CCCCC3)c(OC)c1)[C@@H]1C(=O)N(C)C(=O)[C@@H]12	5%	/	-14%	/	8.3µM*	/	8.3µM*
14	COc1ccc(N2C(=O)CSC2c2cccc(F)c2)c(OC)c1 (centres undefined)	-3%	-28	13%	-2	-3%	-3%	-80%
15	Cc1nnc(SCc2c(Cl)cccc2Cl)s1	3%	60*	10%	32*	21%	8%	78%[activator]
16	CCCc1nnc(SCC(=O)N2CCOCC2)n1C	0%	12	6%	-2	12%	-1%	3%
17	CCN(C(=O)CN1C(=O)NC2(CCc3ccccc32)C1=O)C1CCS(=O)(=O)C1 (centres undefined)	-1%	/	-3%	/	-14%	/	-30%
18	COc1cc2cc(Oc3ccc4ccc(=O)oc4c3)c(=O)oc2cc1OC1OC(COC(=O)CC(C)(O)CC(=O)O)C(O)C(O)C1O (centres undefined)	-9%	-14	-23%	-3	13%	0%	-6%
19	O=C1OCCC1N1C(=O)c2ccccc2S1(=O)=O (centres undefined)	-3%	-8	4%	-5	26%	3%	25%
20	Cc1ccc(OCC(=O)N2CCN(C(=O)c3cccc(F)c3)CC2)cc1	1%	15	4%	1	11%	0%	8%
21	CCOc1cccc(C(=O)Nc2cccc(C(=O)NCC(C)C)c2)c1	-4%	-4	16%	1	?	6%	16%
22	O=C(NC(=O)c1cccc(F)c1)OC[C@@H]1CCCN2CCCC[C@H]12	-6%	-13	-1%	-5	7%	4%	?
23	COc1ccc(OC)c(N(CC(=O)Nc2cccnc2)S(=O)(=O)c2ccccc2)c1	-3%	-5	22%	-2	/	9%	?
24	CCC(=O)Nc1c(C#N)c2nc3ccccc3nc2n1-c1ccccc1C	2%	9	-4%	-4	0%	-2%	?
25	CCn1c(SCC(N)=O)nc2c1c(=O)n(C)c(=O)n2C	-6%	14	2%	-4	7%	-3%	80%[activator]
26	O=C(NCCN1C(=O)C2C3C=CC(C3)C2C1=O)Nc1ccc(Br)cc1 (centres undefined)	-4%	65*	14%	83*	/	2%	125%[activator]
27	O=C(OCn1ncc(Br)c(Br)c1=O)c1ccccc1Cl	-25%	-24	-8%	12	-11%	-3%	/
28	O=C(c1c(F)cccc1F)N1CCC(O)(c2ccc(F)cc2)CC1	5%	/	-5%	-2	17%	-1%	?
29	O=C(COC(=O)c1cn(-c2ccccc2)nc1-c1cccs1)NC1CC1	3%	-10	-2%	1	-21%	8%	?
30	CCN(C(=O)COc1ncnc2sccc12)c1ccccc1	-6%	23	8%	12	0%	6%	-8%

Five compounds from above, sorted by number of heavy atoms, smallest number first:
#	SMILES	TbPYK inhibitor	Shiga toxin inh	AMA1 RON2 block	Cycloheximide cs	Pf growth 48h	LmPK inh	Pf growth 96h
19	O=C1OCCC1N1C(=O)c2ccccc2S1(=O)=O (centres undefined)	-3%	-8	4%	-5	26%	3%	25%
25	CCn1c(SCC(N)=O)nc2c1c(=O)n(C)c(=O)n2C	-6%	14	2%	-4	7%	-3%	80%[activator]
22	O=C(NC(=O)c1cccc(F)c1)OC[C@@H]1CCCN2CCCC[C@H]12	-6%	-13	-1%	-5	7%	4%	?
20	Cc1ccc(OCC(=O)N2CCN(C(=O)c3cccc(F)c3)CC2)cc1	1%	15	4%	1	11%	0%	8%
4	CCOc1ccc(OCC)c(NC(=O)CSc2nc3cccnc3n2C)c1	-6%	-15	3%[11.6 µM]	1	?	4%	43%[activator]

(continued)
#	SMILES	TbPYK inhibitor	Shiga toxin inh	AMA1 RON2 block	Cycloheximide cs	Pf growth 48h	LmPK inh	Pf growth 96h
31	Cc1ccc(/C=N/NC(=O)CN2CCN(S(=O)(=O)c3ccc(Br)cc3)CC2)s1	-5%	-2	4%[2.32 µM]	10	-28%	0%	?
32	Cc1ccc(C2NC(=O)c3c(sc(C)c3C)N2)c(O)c1 (centres undefined)	-22%	36	3%	17	/	0%	-3%
33	CC1CCc2nn(CC(=O)NCCN3CCOCC3)cc2C1 (centres undefined)	-6%	31	-1%	-3	15%	-8%	?
34	Cc1c(NC(=O)COc2cccc(Cl)c2Cl)c(=O)n(-c2ccccc2)n1C	-8%	/	0%	/	-13%	/	0%
35	C=CCN(N=Nc1cccc([N+](=O)[O-])c1)c1cccc([N+](=O)[O-])c1	?	-14	?	-2	/	0%	-14%
36	O=C(NCCCn1ccnc1)c1nn2c(C(F)(F)F)cc(-c3ccc(Br)cc3)nc2c1Cl	2%	15	-23%	4	1.5µM*	4%	2.9µM*
37	CCC(C#N)(CC)P(=S)(c1ccccc1)c1ccccc1	5%	22	24%	-2	?	1%	?
38	CCCc1cc(=O)oc2cc(C)cc(OCC(=O)NCc3ccncc3)c12	3%	-12	-12%	-3	9.3µM*	-3%	8.3µM*
39	COc1ccc2c(c1)OC13CCCCC1C2C(C(=O)c1ccccc1)C(=O)N3 (centres undefined)	1%	-19	0%	1	/	5%	-41%
40	CC(C)OCCCNC(=O)c1c(N)n(Cc2cccs2)c2nc3ccccc3nc12	-2%	-3	36%[activator]	-3	9.3µM*	8%	12µM*
41	COc1ccc(Nc2ccc(S(=O)(=O)N3CCCCC3)cc2[N+](=O)[O-])cc1	0%	8	?	0	-15%	-2%	-25%
42	Cc1cccc(NC(=O)c2cccnc2)c1	3%	13	34%[activator]	9	74%[activator]	-6%	-10%
43	C=C(C)C(=O)Nc1ccc(OC(F)(F)C(F)F)c(NC(=O)C(=C)C)c1	-6%	-11	-5%	-4	-20%	2%	22%
44	COc1ccc2[nH]cc(CCN=C3SCC(=O)N3C)c2c1	-11%	36	7%	16	/	2%	12µM*
45	Cc1ccccc1OCC(=O)NNC(=O)CCN1C(=O)c2ccccc2C1=O	-2%	-11	64%[activator]	10	1%	0%	?
46	Cc1cc(-c2ccc(C)c(S(=O)(=O)NC(C)Cc3ccco3)c2)on1 (centres undefined)	-6%	-2	-11%	17	-23%	-1%	-15%
47	O=C(Nc1ccc2c(c1)OCO2)C(=O)c1c[nH]c2ccccc12	-9%	72*	-3%	28*	161%[activator]	-11%	-2%
48	CC(C)(C)NC(=O)N1CCn2cccc2C1c1ccccc1F (centres undefined)	6%	-1	-28%	-5	-3%	3%	?
49	S=c1[nH]nc(-c2cccc(Cl)c2)n1/N=C/c1ccco1	?	13	81%[activator]	8	14%	-3%	7%
50	CCOc1ccc(C(=O)Nc2cccc(C(C)=O)c2)cc1[N+](=O)[O-]	-3%	-1	0%	-2	-4%	0%	138%[activator]
51	COc1ccc(C2/C(=C(/O)c3ccccc3)C(=O)C(=O)N2CCO)cc1 (centres undefined)	2%	-4	0%	-4	7%	0%	20%
52	CC1=CC(=C2C(=O)c3ccccc3C2=O)C=C(C)N1C	1%	40	-11%	26*	132%[activator]	-9%	-3%
53	O=C(O)Cc1ccc(NS(=O)(=O)c2ccccc2Cl)cc1	-8%	6	-10%	6	11%	1%	60%[activator]
54	CCOC(=O)c1nnn(-c2nc(N(C)C)nc(N(C)C)n2)c1C	3%	-6	-9%	-4	-28%	-2%[11.5 µM]	-11%
55	CCn1c(SCC(=O)Nc2ccc3c(c2)OCO3)nc2ccccc21	-10%	10	3%	6	-5%	5%	27%
56	N#Cc1ccccc1NC(=O)C1CC(=O)N(c2ccc3c4c(cccc24)CC3)C1 (centres undefined)	0%	-9	5%	-2	-3%	-2%	?
57	CCN(C(=O)COC(=O)COc1ccccc1Cl)c1c(N)n(Cc2ccccc2)c(=O)[nH]c1=O	7%	/	-1%	/	-4%	/	12%
58	CNS(=O)(=O)c1cccc(C(=O)OCC(=O)NCc2ccccc2)c1	5%	-18	-6%	0	/	3%	0%
59	COc1ccc(N(CC(=O)NCCc2ccc(OC)c(OC)c2)S(=O)(=O)c2ccc(OC)c(OC)c2)cc1	1%	-3	-23%	-4	-36%	0%	29%
60	COc1cccc(C(=O)Nc2ccc(N3CCN(C(=O)c4ccco4)CC3)cc2)c1	-2%	2	-2%	-6	-27%	2%	15%
61	COCCNc1nc(-c2cc(C)n(CCc3ccc(OC)cc3)c2C)cs1	?	6	-8%	-4	2.6µM*	-9%	?
62	Cc1ccc(-c2nnc(CN3CCCCC3C)o2)cc1 (centres undefined)	5%	26	16%	20	17%	-2%	2%
63	C#CC(C)(C)NC(=O)CSc1nc2c(c(=O)n(C)c(=O)n2C)n1CCCC	-3%	1	-2%	-2	/	-4%	-3%
64	CCN(CCNC(=O)CS(=O)(=O)Cc1nc(-c2cccc(OC)c2)oc1C)c1ccccc1	-4%	-2	-18%	6	-17%	-1%	?
65	CC1=NN(c2cccc([N+](=O)[O-])c2)C(=O)C1	-8%	-7	18%	-2	?	7%	?
66	CC(C)N(C(=O)NC(=O)NCC1CCCO1)S(C)(=O)=O (centres undefined)	6%	11	21%	-1	/	12%	?
67	COc1cccc(-n2c(CN3CCN(c4ccc(C)cc4)C(C)C3)nc3ccc([N+](=O)[O-])cc3c2=O)c1 (centres undefined)	-1%	-9	4%	-2	23%	0%	44%[activator]
68	COc1ccc(OCCCC(=O)Nc2nnc(C3CCCO3)s2)cc1 (centres undefined)	-2%	-22	20%	-4	?	0%	3%
69	CC1=C(C(=O)OC2CCCC(C)C2)C(c2ccccc2)NC(=O)N1 (centres undefined)	-1%	1	-1%	5	9%	-1%	-2%

Outcome played no part in choosing rows. Share with any hit: about 21%.
